Rin1 Abl inh – blocks binding of human Rin1 to Abl | P00519+Q13671 | TR-FRET Rin1/Abl binding, biochemical | inhibition, % at 7.35 µM | 360,000 compounds, 0.4% hits; in the data active = inhibition above about 5%, passing the limit was not always enough
bovine MsrA act – bovine methionine sulfoxide reductase A activation | 360,000 compounds, 0.3% hits | activation, % at 10.6 µM | purified bovine MsrA, absorbance read-out; in the data active = activation above about 7.5%;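 also: 0% = vehicle and 100% = reference activator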
FAS-TE inh – FAS thioesterase (human) inhibition | P49327 | recombinant FAS-TE, OMFH fluorogenic substrate, fluorescence endpoint | inhibition, % at 15 µM | 360,000 compounds, 0.67% hits | AID 602261;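 active = compounds whose normalised, plate-corrected inhibition of enzyme fluorescence in the single-dose primary screen is 50% or more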;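 also: 0% = DMSO with enzyme and 100% = substrate without enzyme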
Target sequence (P49327 whole entry, looked up): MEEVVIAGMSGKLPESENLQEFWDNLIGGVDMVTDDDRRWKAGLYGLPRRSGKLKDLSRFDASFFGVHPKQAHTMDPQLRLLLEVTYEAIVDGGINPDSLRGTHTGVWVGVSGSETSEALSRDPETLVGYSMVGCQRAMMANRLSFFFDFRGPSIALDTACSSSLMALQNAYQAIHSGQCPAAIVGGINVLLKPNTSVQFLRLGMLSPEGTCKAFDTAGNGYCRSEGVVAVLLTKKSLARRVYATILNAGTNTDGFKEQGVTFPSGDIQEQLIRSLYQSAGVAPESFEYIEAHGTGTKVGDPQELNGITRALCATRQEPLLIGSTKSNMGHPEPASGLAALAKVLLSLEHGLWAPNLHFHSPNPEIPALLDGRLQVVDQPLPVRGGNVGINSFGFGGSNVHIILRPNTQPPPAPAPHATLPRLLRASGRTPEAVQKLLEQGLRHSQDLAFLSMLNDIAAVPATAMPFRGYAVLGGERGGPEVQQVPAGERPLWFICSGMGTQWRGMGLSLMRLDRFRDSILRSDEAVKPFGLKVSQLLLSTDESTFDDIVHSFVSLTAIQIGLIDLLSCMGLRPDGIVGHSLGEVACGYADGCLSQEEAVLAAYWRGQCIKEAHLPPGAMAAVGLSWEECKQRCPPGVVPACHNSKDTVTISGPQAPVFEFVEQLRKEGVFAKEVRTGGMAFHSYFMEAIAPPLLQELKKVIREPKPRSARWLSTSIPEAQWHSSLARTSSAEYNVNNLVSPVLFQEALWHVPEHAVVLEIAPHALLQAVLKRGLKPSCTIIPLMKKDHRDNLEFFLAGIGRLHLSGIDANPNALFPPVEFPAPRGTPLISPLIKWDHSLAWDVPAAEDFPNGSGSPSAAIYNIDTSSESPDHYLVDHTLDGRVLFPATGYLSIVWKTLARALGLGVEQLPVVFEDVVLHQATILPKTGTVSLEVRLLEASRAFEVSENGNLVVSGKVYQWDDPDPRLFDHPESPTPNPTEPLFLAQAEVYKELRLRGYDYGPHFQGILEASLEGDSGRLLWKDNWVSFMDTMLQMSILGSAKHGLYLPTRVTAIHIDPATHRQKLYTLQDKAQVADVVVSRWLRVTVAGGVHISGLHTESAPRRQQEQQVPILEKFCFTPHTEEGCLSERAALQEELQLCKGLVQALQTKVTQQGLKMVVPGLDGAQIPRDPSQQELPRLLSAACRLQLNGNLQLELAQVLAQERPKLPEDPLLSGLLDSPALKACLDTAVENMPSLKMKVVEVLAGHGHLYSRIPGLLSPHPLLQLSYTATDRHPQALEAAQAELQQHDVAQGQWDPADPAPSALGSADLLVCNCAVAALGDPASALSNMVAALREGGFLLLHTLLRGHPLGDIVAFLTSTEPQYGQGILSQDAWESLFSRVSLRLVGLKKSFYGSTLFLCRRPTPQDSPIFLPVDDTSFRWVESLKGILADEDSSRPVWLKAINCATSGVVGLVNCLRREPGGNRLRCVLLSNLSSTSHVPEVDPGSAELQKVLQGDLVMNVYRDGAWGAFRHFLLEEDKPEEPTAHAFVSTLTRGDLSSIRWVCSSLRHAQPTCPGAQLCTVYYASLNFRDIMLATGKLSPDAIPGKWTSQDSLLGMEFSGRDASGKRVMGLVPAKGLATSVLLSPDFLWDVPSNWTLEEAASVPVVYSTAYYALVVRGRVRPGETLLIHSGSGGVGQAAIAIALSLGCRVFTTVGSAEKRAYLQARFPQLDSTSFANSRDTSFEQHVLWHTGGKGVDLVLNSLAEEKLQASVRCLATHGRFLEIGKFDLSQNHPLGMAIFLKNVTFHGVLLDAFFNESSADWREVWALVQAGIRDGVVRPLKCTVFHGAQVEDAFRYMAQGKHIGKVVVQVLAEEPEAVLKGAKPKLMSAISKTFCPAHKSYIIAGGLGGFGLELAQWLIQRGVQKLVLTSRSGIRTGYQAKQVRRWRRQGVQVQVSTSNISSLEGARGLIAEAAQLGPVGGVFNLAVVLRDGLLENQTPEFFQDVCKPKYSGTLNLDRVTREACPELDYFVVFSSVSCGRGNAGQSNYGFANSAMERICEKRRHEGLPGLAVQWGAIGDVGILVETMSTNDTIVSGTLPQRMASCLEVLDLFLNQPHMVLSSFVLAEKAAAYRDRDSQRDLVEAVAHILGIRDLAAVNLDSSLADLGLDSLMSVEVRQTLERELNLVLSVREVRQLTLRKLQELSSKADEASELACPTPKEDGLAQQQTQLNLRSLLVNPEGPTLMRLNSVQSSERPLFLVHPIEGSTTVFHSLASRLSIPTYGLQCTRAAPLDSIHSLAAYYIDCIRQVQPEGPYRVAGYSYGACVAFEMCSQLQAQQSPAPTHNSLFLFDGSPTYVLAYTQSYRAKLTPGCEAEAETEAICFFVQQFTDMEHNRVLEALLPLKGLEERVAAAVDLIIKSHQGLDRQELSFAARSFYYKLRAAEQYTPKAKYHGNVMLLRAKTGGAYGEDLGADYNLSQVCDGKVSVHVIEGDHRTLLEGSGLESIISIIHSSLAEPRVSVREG
Neddyl block – cullin neddylation inhibition | calls only at 25 µM | AID 651699 | 360,000 compounds, 0.58% hits | P61081+Q13564 | TR-FRET cullin neddylation, biochemical; in the data active = inhibition above about 36%
MsrA inh – bovine MsrA inhibition; 360,000 compounds, 0.75% hits; inhibition, % at 15.5 µM; purified bovine MsrA, absorbance read-out; in the data active = inhibition above about 4.5%;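 also: 0% = vehicle wells with enzyme and 100% = reference inhibitor wells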
eLon inh – inhibits E. coli Lon protease | P0A9M0 | 360,000 compounds, 0.42% hits | purified E. coli Lon protease, fluorescence polarization | inhibition, % at 7.94 µM; in the data active = inhibition above about 13%, passing the limit was not always enough;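 also: 0% = enzyme with probe and DMSO and 100% = no enzyme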
NRP1-CendR mod – modulators of CendR peptide binding to human neuropilin-1; inhibition, % at 25 µM; FAM-RPARPAR peptide binding to NRP-1, fluorescence polarization; 360,000 compounds, 0.85% hits; O14786;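 active = inhibition or corrected inhibition above about 18%, plus a signal ratio from 0.5 to 1.5, limit read from the data, passing the limit was not always enough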; also: strong numbers were not always called active
MT1-MMP act inh – MT1-MMP (human) activation inhibition. 360,000 compounds, 0.061% hits. HT1080 RFP-PRO-GFP cells, GFP/RFP ratio fluorescence, overnight; percent of plate control window, DMSO zero. GFP/RFP ratio change, % at 20 µM. P50281;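 active = GFP/RFP ratio change of at least 30% with cell ATP level not reduced by more than half and red fluorescence within 50% of control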; also: strong numbers were not always called active
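Compound: 20 µM single dose, 1% DMSO / System: HT1080 RFP-PRO-GFP cells / Controls: DMSO and RFP-L50D-GFP cell wells / Read-out basis: GFP/RFP fluorescence ratio / Schedule: overnight compound exposure at 37 °C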
SKN-1 block – inhibitors of C. elegans SKN-1. C. elegans VP596 Pgst-4::GFP/RFP ratio, acrylamide-induced, 24 h. inhibition, % at 21.8 µM. 360,000 compounds, 0.49% hits. AID 624304;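 active = interference check ratio from 0.5 to 1.5 plus GFP to RFP signal ratio inhibition reaching or exceeding a fixed threshold, cut at about 30% in these data, passing the limit was not always enough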; also: some compounds called inactive have numbers as strong as hits
* marks the source's active call; other numbers are inactive results; i = inactive; / = not tested or not shown. Hits appear at their usual frequency; overall some 4.2% were active at least once.

item	smiles	Rin1 Abl inh	bovine MsrA act	FAS-TE inh	Neddyl block	MsrA inh	eLon inh	NRP1-CendR mod	MT1-MMP act inh	SKN-1 block
1	COC(=O)C1CCN(C(c2cc(OC)c(OC)c(OC)c2)c2sc3nc(C)nn3c2O)CC1 (centres undefined)	-5	1	-5	i	1.5	-1	15	1	3
2	CC(Sc1ncnc2sccc12)C(=O)Nc1ccc(S(=O)(=O)N2CCOCC2)cc1 (centres undefined)	2	-2	5	i	1.4	0	-5	1	2
3	O=C(O)[C@@H]1CCCN1C(=O)c1ccco1	1	-9	-8	i	-1.1	4	4	1	2
4	Cc1cc(C)c(C#N)c(SCc2ccccc2C(=O)O)n1	-3	-1	-2	i	-0.1	-1	20	-2	-13
5	COc1ccccc1N1CCN(C(CNS(=O)(=O)c2cccs2)c2cccnc2)CC1 (centres undefined)	-2	-1	-3	i	-0.9	-2	4	2	5
6	COCCn1c(SCC(=O)Nc2ccc(C)cc2)nc2c(oc3ccccc32)c1=O	-1	-2	-11	i	-0.5	-6	-9	-1	11
7	Cc1cc(C)n(-c2nc(C)nc3sc4c(c23)CCC(C)C4)n1 (centres undefined)	0	-4	-3	i	-0.7	-5	-7	-10	12
8	O=[N+]([O-])c1ccccc1S(=O)(=O)Nc1ccc(S(=O)(=O)N2CCCC2)cc1	0	7	-5	i	0.2	-3	-10	-4	6
9	Cc1cc(C)c(S(=O)(=O)Cc2ccccc2)c(Cl)n1	3	0	-3	i	0.0	2	11	2	19
10	CN(C)c1ccc(-c2nc3ccccc3n2C)cc1	-2	-14	-8	/	1.8	0	-6	9	24
11	CN(C(=O)c1cccc(NC(=O)c2cccs2)c1)c1ccccc1	0	-9	-1	i	-0.8	-3	1	5	-10
12	CCCC(C)c1nnc(NC(=O)CCS(=O)(=O)c2ccccc2)s1 (centres undefined)	1	5	1	i	-0.6	5	12	-1	24
13	Cc1ccc(/C=N/NC(=O)c2nnn(-c3nonc3N)c2CN(C)C)s1	0	-10	-8	i	1.6	8	9	-1	-10
14	Cc1cc(-c2cc(C(=O)Nc3ccccc3)on2)nc(NCC2CC2)n1	3	-9	10	i	1.6	4	-7	-2	0
15	COc1ccc(OS(=O)(=O)Cc2ccccc2)cc1	3	-1	-1	i	0.0	6	9	0	5
16	CC(C)(O)/C=C/C(=O)[C@](C)(O)C1[C@H](O)C[C@@]2(C)C3CC=C4C(C=C(O[C@@H]5O[C@H](CO)[C@@H](O)[C@H](O)[C@H]5O)C(=O)C4(C)C)[C@]3(C)C(=O)C[C@]12C (some centres undefined)	0	0	-4	i	0.6	13	4	0	1
17	COC(C/C=C/[C@H](O)[C@H](C)OCc1ccccc1)OC	4	3	-8	i	0.6	-8	6	4	9
18	CCc1nnc(NC(=O)NCN2C(=O)C3C4C=CC(C4)C3C2=O)s1 (centres undefined)	1	1	-2	i	-0.8	8	-26	5	-10
19	CC(C)c1ccc(S(=O)(=O)N2CCN(C(=O)C3CC3C)CC2)cc1 (centres undefined)	-1	0	14	i	0.8	0	-2	1	14
20	CCOC(=O)/C(=C\c1cn(C)c2ccccc12)[N+](=O)[O-]	0	3	-7	i	-0.1	11	1	-4	-2
21	Cc1ccccc1NS(=O)(=O)c1ccc2[nH]c(=O)[nH]c2c1	4	-3	-3	i	1.0	-2	6	2	1
22	COc1ccc(S(=O)(=O)Nc2cccnc2)cc1	1	-9	-9	i	1.0	2	11	-1	-4
23	CCOC(=O)C(=O)C1=C(N2CCOCC2)/C(=C\c2ccc(F)cc2)CC1	1	-4	0	i	2.1	-19	1	-2	7
24	Cc1cc(O)c(C2=Nc3ccccc3SC(c3ccc(Cl)cc3)C2)c(=O)o1 (centres undefined)	-1	0	-2	i	-0.5	-13	4	-13	1
25	CCn1cc(C(=O)NCCCN2CC(C)CC(C)C2)c2cc(OC)c(OC)cc2c1=O (centres undefined)	0	-5	-8	i	-0.4	-8	9	-2	9
26	CCC(C)(C)c1nnc(NC(=O)C2CC(=O)N(CCc3ccc(F)cc3)C2)s1 (centres undefined)	1	1	0	i	-0.4	-2	4	3	1
27	CC(/C=N\NC(=O)c1ccc2c(c1)OCO2)c1ccccc1 (centres undefined)	-1	-6	-1	i	0.0	-9	0	0	-14
28	CC(C)(C)CC(C)(C)SSc1n[nH]c(=S)s1	0	2	-3	i	0.3	0	8	3	20
29	CC(Sc1nnc(CN2CCCC2)n1Cc1ccccc1)C(=O)Nc1ccc(F)cc1Cl (centres undefined)	2	1	1	i	-0.1	4	-2	-5	-2
30	CC(=O)Nc1ccc(S(=O)(=O)N2CCN(S(=O)(=O)N3CCOCC3)CC2)cc1	4	-1	-3	i	-0.1	-4	10	0	4

4 of these compounds in a different format:
Every second line gives: Rin1 Abl inh | bovine MsrA act | FAS-TE inh | Neddyl block | MsrA inh | eLon inh | NRP1-CendR mod | MT1-MMP act inh | SKN-1 block
7: Cc1cc(C)n(-c2nc(C)nc3sc4c(c23)CCC(C)C4)n1 (centres undefined)
    0 | -4 | -3 | i | -0.7 | -5 | -7 | -10 | 12
8: O=[N+]([O-])c1ccccc1S(=O)(=O)Nc1ccc(S(=O)(=O)N2CCCC2)cc1
    0 | 7 | -5 | i | 0.2 | -3 | -10 | -4 | 6
9: Cc1cc(C)c(S(=O)(=O)Cc2ccccc2)c(Cl)n1
    3 | 0 | -3 | i | 0.0 | 2 | 11 | 2 | 19
10: CN(C)c1ccc(-c2nc3ccccc3n2C)cc1
    -2 | -14 | -8 | / | 1.8 | 0 | -6 | 9 | 24

Further structures
item	smiles	Rin1 Abl inh	bovine MsrA act	FAS-TE inh	Neddyl block	MsrA inh	eLon inh	NRP1-CendR mod	MT1-MMP act inh	SKN-1 block
31	CN(C)CCNC(=S)Nc1ccc(Cl)cc1Cl	-2	-5	-3	i	1.6	-6	8	-3	11
32	COc1ccc(C(CNC(=O)Cc2ccccc2)N2CCCCC2)cc1 (centres undefined)	1	-1	-3	i	-0.7	9	4	-1	5
33	COc1ccc(C(CNC(=O)c2cccc(NC(=O)c3cccs3)c2)N2CCCC2)cc1 (centres undefined)	3	-3	-2	i	1.3	-3	5	-5	-3
34	CCOc1ccc(NC(=O)CN2C(=O)NC3(CCCCCC3)C2=O)cc1	4	0	-4	i	-1.2	-15	-9	3	33
35	Nc1nnc(-c2cccc(Cl)c2Cl)c(N)n1	1	-2	0	i	-1.4	-4	6	3	-3
36	C/C=C/C=C/C(=O)Nc1nccs1	-4	-1	-9	i	-0.3	-3	-23	10	-7
37	CCc1nc2c(OCc3ccccc3)cccn2c1N(C)C(=O)c1ccc(OC)cc1	5	-5	-2	i	-1.3	0	12	0	1
38	O=C(N/N=C/c1ccco1)c1cc(-c2ccc(Cl)cc2)n[nH]1	-5	0	0	i	1.0	5	-2	5	3
39	O=C(NCC1CCCN1S(=O)(=O)c1cccs1)C(=O)Nc1cccc(F)c1 (centres undefined)	5	-3	5	i	-0.4	-4	-4	-1	2
40	O=C1c2ccccc2-c2cccc(C(=O)N3CCCCCC3)c21	1	-9	-3	i	1.6	-3	3	-3	-8
41	CCOC(=O)C1=C(C)NC(C)=C(C(=O)OCC)C1C(=O)OCC(=O)N1CCc2ccccc2C1	-1	-3	-10	i	-0.1	-5	-13	0	-6
42	COc1ccc(C2c3cc(OC)c(OC)cc3CCN2C(=O)c2ccccc2Br)cc1OC (centres undefined)	2	-7	6	i	0.9	11	-14	-3	15
43	Cc1ccc2c(c1)N(CC(=O)Nc1ccccc1F)C(=O)C(C)O2 (centres undefined)	3	0	1	i	-1.6	-6	-4	0	4
44	CCCCc1cc(=O)oc2cc(C)cc(OCC(=O)NCC3CCC(C(=O)O)CC3)c12 (centres undefined)	0	-2	2	/	-0.5	2	0	5	-1
45	Cc1onc(-c2ccccc2)c1C(=O)/C=C/N(C)C	-1	-4	-5	i	0.8	-9	7	-9	-8
46	Cc1[nH]c2ccccc2c1/C=N/NC(=O)c1cccc([N+](=O)[O-])c1	1	-6	17	i	4.3	-3	-4	0	1
47	Cc1cccc(OCCCC(=O)Nc2ccc(S(N)(=O)=O)cc2)c1C	2	0	2	i	-0.1	-13	4	4	3
48	COc1cccc(C(=O)COc2ccc3c(C)c(Cc4ccccc4)c(=O)oc3c2)c1	1	-8	0	i	0.5	-7	-13	-3	9
49	CCOc1ccc(-n2c(=O)c3sccc3n(CC(=O)Nc3cccc(OC)c3)c2=O)cc1	0	-1	9	i	0.4	-7	4	-5	3
50	Cc1nnc(Nc2ccc(C(=O)O)cc2)[nH]c1=O	1	-3	-4	i	0.8	1	11	3	1
51	COc1ccccc1OCCn1cc(C(=O)C(C)C)c2ccccc21	-3	-3	20	i	2.9	1	13	2	12
52	COc1ccc(NC(=O)Nc2cccc3c2O[C@H](CN(C)S(=O)(=O)c2ccc(F)cc2)[C@@H](C)CN([C@H](C)CO)C3=O)cc1	0	-3	2	i	-0.5	-10	-7	1	-11
53	Cc1cc(C)n(CC2CC(=O)N(c3ccc(F)c(Cl)c3)C2=O)n1 (centres undefined)	-2	-7	-8	i	-1.4	-9	-2	0	-26
54	O=C(c1ccccc1)N1CCN(C(=O)C23CC4CC(CC(C4)C2)C3)CC1	0	-6	-10	i	-0.5	-16	4	3	-4
55	Cc1cccc(C)c1NC(=O)CSc1nnc(C2CCCCC2)o1	-2	-2	-4	i	1.1	2	-4	0	2
56	Cc1nc(N2CCN(C(=O)c3ccco3)CC2)c2c3c(sc2n1)CC(C)CC3 (centres undefined)	2	-3	10	i	-0.8	-7	4	-2	-7
57	COc1cc(-c2cc(C(=O)Nc3ccncc3)c3ccccc3n2)cc(OC)c1OC	3	-2	1	i	1.3	1	-2	1	-7
58	O=C(NNC(=O)c1cccnc1SCc1cccc([N+](=O)[O-])c1)c1ccc(F)cc1	-1	-3	22	i	-0.3	4	9	-5	11
59	CCC(OC(=O)CNS(=O)(=O)c1ccccc1)C(=O)c1ccccc1 (centres undefined)	-2	-2	-6	i	-0.8	7	2	-1	-6
60	CC(C(=O)NCc1cccs1)n1cccc1 (centres undefined)	-2	0	-7	i	0.5	6	5	5	2
61	Cc1cc(C)c2c(-n3cccc3)nn(CC#N)c2n1	-5	-4	-5	i	-1.3	-7	-12	1	-1
62	O=C(CCC(=O)N1CCSc2ccccc21)Nc1cccc(F)c1	1	-3	5	i	1.4	0	-6	3	10
63	CCOC(=O)C1CCCN(S(=O)(=O)c2cnc(Cl)c(Br)c2)C1 (centres undefined)	-3	-4	7	i	0.3	-3	-1	-6	-3
64	CCCOc1ccc(-c2c(C(=O)N/N=C/c3cccnc3)nnn2-c2nonc2N)cc1	2	-4	-1	i	0.0	-2	-20	0	1
65	CO/N=C(\c1ccccc1)c1cccnc1	0	-2	-4	i	-1.5	0	8	2	2
66	Cc1cccc2c(C(=O)O)c3c(nc12)CCCCC3	-2	0	-6	i	0.7	-7	0	-2	-7
67	CN(CCOc1ccccc1)CC(O)COc1ccccc1 (centres undefined)	2	-5	-4	i	-1.1	2	-3	1	1
68	C[C@]12c3[nH]c4ccc(Cl)cc4c3CCN1C(=O)[C@@H](CC(=O)NCc1ccco1)C[C@@H]2C(=O)N1CCCCC1	0	0	28	i	-0.3	-7	2	-12	1
69	Cc1c(NC(=O)COC(=O)COc2ccc(Nc3ccccc3)cc2)c(=O)n(-c2ccccc2)n1C	0	-3	-10	i	1.4	5	10	5	6
70	CCC(Sc1ncccc1C(=O)OC(C)C)C(=O)N1CCOCC1 (centres undefined)	-1	-1	-4	i	-0.2	-15	-3	6	6
71	CCOc1c2ccc(C(=O)NCc3cc(C(F)(F)F)cc(C(F)(F)F)c3)cc2nn1C	0	3	5	/	0.9	-6	5	8	0
72	COC(=O)C1=C(C)Nc2nnnn2C1c1ccco1 (centres undefined)	-3	2	1	i	0.2	2	0	8	-15
73	O=C(Nc1ccc(Cl)cc1)c1ccc2c(=O)n3c(nc2c1)CCCCC3	1	-1	13	i	0.6	-3	-7	-4	20

Assay outcomes (PubChem BioAssay)
